Screening data deposited in PubChem by Dana-Farber Cancer Institute and Novartis Institutes for BioMedical Research (Cambridge, Mass).
USP17 block = inhibitors of human USP17 deubiquitinase; purified USP17, Ub-rhodamine cleavage fluorescence, 3 h; inhibition, % at 50 µM; actives 6.5% (n = 47,000); AID 1645855, 2021
USP28 block = inhibitors of human USP28 deubiquitinase; inhibition, % at 25 µM; actives 3% (n = 47,000); purified USP28, Ub-rhodamine cleavage fluorescence, 30 min; Ubiquitin carboxyl-terminal hydrolase 28 (Homo sapiens), Q96RU2
Target sequence (Q96RU2 whole entry, looked up): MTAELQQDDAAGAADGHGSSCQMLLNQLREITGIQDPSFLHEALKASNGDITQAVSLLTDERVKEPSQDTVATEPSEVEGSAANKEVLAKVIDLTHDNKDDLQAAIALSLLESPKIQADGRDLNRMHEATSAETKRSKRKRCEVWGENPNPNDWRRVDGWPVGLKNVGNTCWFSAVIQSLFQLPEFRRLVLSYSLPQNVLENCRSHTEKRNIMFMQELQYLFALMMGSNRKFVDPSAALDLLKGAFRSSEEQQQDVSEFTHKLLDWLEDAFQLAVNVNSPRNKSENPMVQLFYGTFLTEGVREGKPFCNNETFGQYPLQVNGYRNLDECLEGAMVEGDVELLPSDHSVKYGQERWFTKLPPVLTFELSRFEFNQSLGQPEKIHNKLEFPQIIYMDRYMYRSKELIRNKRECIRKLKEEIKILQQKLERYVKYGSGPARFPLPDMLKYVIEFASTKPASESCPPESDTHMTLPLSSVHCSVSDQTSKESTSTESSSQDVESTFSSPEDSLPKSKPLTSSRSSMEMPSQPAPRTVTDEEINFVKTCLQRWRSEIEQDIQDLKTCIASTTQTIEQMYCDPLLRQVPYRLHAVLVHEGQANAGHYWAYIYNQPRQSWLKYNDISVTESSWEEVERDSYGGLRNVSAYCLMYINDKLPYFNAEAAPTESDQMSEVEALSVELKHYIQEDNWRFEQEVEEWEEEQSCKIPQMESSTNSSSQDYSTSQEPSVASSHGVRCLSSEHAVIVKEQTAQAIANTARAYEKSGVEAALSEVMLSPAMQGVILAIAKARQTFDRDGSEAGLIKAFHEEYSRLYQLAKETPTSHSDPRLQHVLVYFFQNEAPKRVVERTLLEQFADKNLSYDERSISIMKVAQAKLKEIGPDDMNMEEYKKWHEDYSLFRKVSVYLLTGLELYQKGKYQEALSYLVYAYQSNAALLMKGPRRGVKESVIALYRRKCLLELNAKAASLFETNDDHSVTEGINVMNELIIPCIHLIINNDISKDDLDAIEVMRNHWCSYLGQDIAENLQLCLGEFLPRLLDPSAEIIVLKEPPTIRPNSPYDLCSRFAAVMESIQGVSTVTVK
UCHL1 block = inhibitors of human UCHL1 deubiquitinase; Ubiquitin carboxyl-terminal hydrolase isozyme L1 (Homo sapiens), P09936; purified UCHL1, Ub-rhodamine cleavage fluorescence; inhibition, % at 20 µM; actives 0.2% (n = 47,000)
USP30 inh = inhibitors of human USP30 deubiquitinase. Ubiquitin carboxyl-terminal hydrolase 30 (Homo sapiens), Q70CQ3. purified USP30, Ub-rhodamine cleavage fluorescence. inhibition, % at 25 µM. actives 5.3% (n = 47,000)
USP10 inh = inhibitors of human USP10 deubiquitinase; Ubiquitin carboxyl-terminal hydrolase 10 (Homo sapiens), Q14694; purified USP10, Ub-rhodamine fluorescence, 60 min; inhibition, % at 20 µM; actives 1.1% (n = 47,000); AID 1645856, 2021
OTUD3 inh = inhibitors of human OTUD3 deubiquitinase | purified OTUD3, Ub-rhodamine fluorescence, 2 h | inhibition, % at 25 µM | actives 0.7% (n = 47,000) | AID 1645858, 2021
USP8 inh = inhibitors of human USP8 deubiquitinase; Ubiquitin carboxyl-terminal hydrolase 8 (Homo sapiens), P40818; purified USP8, Ub-rhodamine cleavage fluorescence, 30 min; inhibition, % at 20 µM; actives 4.2% (n = 47,000); AID 1645853, 2021
USP7 block = inhibitors of human USP7 deubiquitinase; Ubiquitin carboxyl-terminal hydrolase 7 (Homo sapiens), Q93009; purified USP7, Ub-rhodamine cleavage fluorescence; inhibition, % at 20 µM; actives 0.3% (n = 47,000); AID 1645854, 2021
* = called active by the depositor; i = inactive; x = not tested or not shown. No stated cut-off is given here; in the data, active means inhibition above about 30%; inactive means the rest.

The line under a structure holds: USP17 block | USP28 block | UCHL1 block | USP30 inh | USP10 inh | OTUD3 inh | USP8 inh | USP7 block
CC(C)Cc1ccc(/C=C/C(=O)Nc2ccc3c(c2)OCCO3)cc1
    0.0 | 13.9 | 5.4 | 11.7 | 10.2 | 5.3 | -0.8 | 4.1
CCn1cc(-c2cc(C(=O)N3CCC[C@]4(C)NC(=O)CCC[C@H]34)on2)cn1
    2.2 | 11.0 | 3.1 | 15.2 | -2.9 | 8.7 | 13.4 | 9.5
O=C(c1cc(F)cc(F)c1)N1CCCC(c2[nH]nc3nccnc23)C1 (stereo unspecified)
    -7.3 | 2.3 | -1.1 | 0.6 | -3.3 | -1.3 | -35.4 | -2.1
CCSc1nc(-c2ccccc2)nc2sc3c(c12)CC(C)(C)OC3
    -11.1 | -14.5 | -3.1 | -57.5 | -4.8 | -15.4 | -2.7 | -0.6
Cc1ncccc1C(=O)N1CCC2(CC1)CO[C@@H]1c3cc(Cl)ccc3OC(C)(C)[C@H]1C2
    -1.6 | 3.7 | 1.2 | 11.2 | -1.8 | 2.2 | 12.6 | 3.9
CCN(CC)C(=O)c1nc2c(s1)CCN(C(=O)Cc1cccc(OC)c1)CC2
    3.5 | 16.6 | -0.4 | 20.4 | -0.1 | 17.3 | 3.2 | 0.4
COC(=O)c1cc2c(ccn2-c2ccc(F)cc2)n1CC(=O)N(C1CCCCC1)C1CCCCC1
    -12.1 | -12.4 | 0.0 | -16.5 | -4.8 | -3.6 | 16.9 | 8.2
O=C(NCc1cccs1)c1cn(Cc2ccccc2)nc1-c1cccnc1
    -1.4 | -8.4 | -4.1 | -3.9 | 2.4 | -13.0 | -4.1 | -6.3
CCc1nc2c(NC(=O)NCc3ccc(F)cc3)cccn2n1
    -20.8 | 2.1 | 0.1 | -14.7 | -0.1 | -10.0 | -120.0 | -5.3
CCOc1ccc(NC(=O)COC(=O)c2n[nH]c3ccccc23)cc1
    -14.0 | 3.1 | -3.1 | 16.1 | 0.0 | -17.1 | -111.5 | -0.2
N#Cc1c2n(c(=O)n(CC(=O)N(C3CC3)C3CCS(=O)(=O)C3)c1=O)CCC2 (stereo unspecified)
    -132.8 | -147.1 | -51.7 | i | -5.6 | -130.9 | -2.0 | -52.2
Cc1ccc(C2N3CC4(C)CN2CC(C)(C3)C4)cc1 (stereo unspecified)
    0.5 | 2.6 | 1.2 | 15.2 | -0.9 | 5.3 | 2.6 | 2.4
COc1cccc(C(=O)N2CCCn3cnc(COC(C)C)c3C2)c1
    -59.0 | 0.7 | 2.9 | 15.6 | -0.4 | 4.6 | -311.8 | 1.7
Cc1cccc(OCC(=O)Nc2onc3c2CCCC3)c1
    2.2 | 19.7 | 1.7 | 12.1 | 2.3 | 8.4 | 6.9 | 5.4
O=C(CN1C(=O)c2ccccc2S1(=O)=O)Nc1c(F)cccc1F
    1.8 | 9.5 | 1.1 | 13.5 | -2.0 | 7.3 | 6.5 | 0.2

Looked up by compound from above (four):
The line under a structure holds: USP17 block | USP28 block | UCHL1 block | USP30 inh | USP10 inh | OTUD3 inh | USP8 inh | USP7 block
O=C(CN1C(=O)c2ccccc2S1(=O)=O)Nc1c(F)cccc1F
    1.8 | 9.5 | 1.1 | 13.5 | -2.0 | 7.3 | 6.5 | 0.2
COC(=O)c1cc2c(ccn2-c2ccc(F)cc2)n1CC(=O)N(C1CCCCC1)C1CCCCC1
    -12.1 | -12.4 | 0.0 | -16.5 | -4.8 | -3.6 | 16.9 | 8.2
Cc1ncccc1C(=O)N1CCC2(CC1)CO[C@@H]1c3cc(Cl)ccc3OC(C)(C)[C@H]1C2
    -1.6 | 3.7 | 1.2 | 11.2 | -1.8 | 2.2 | 12.6 | 3.9
CCc1nc2c(NC(=O)NCc3ccc(F)cc3)cccn2n1
    -20.8 | 2.1 | 0.1 | -14.7 | -0.1 | -10.0 | -120.0 | -5.3

Reformatted with each value named: entries from further up
CCn1cc(-c2cc(C(=O)N3CCC[C@]4(C)NC(=O)CCC[C@H]34)on2)cn1
  USP17 block: 2.2	USP28 block: 11.0	UCHL1 block: 3.1	USP30 inh: 15.2	USP10 inh: -2.9	OTUD3 inh: 8.7	USP8 inh: 13.4	USP7 block: 9.5

O=C(c1cc(F)cc(F)c1)N1CCCC(c2[nH]nc3nccnc23)C1 (stereo unspecified)
  USP17 block: -7.3	USP28 block: 2.3	UCHL1 block: -1.1	USP30 inh: 0.6	USP10 inh: -3.3	OTUD3 inh: -1.3	USP8 inh: -35.4	USP7 block: -2.1

CCSc1nc(-c2ccccc2)nc2sc3c(c12)CC(C)(C)OC3
  USP17 block: -11.1	USP28 block: -14.5	UCHL1 block: -3.1	USP30 inh: -57.5	USP10 inh: -4.8	OTUD3 inh: -15.4	USP8 inh: -2.7	USP7 block: -0.6

Cc1ncccc1C(=O)N1CCC2(CC1)CO[C@@H]1c3cc(Cl)ccc3OC(C)(C)[C@H]1C2
  USP17 block: -1.6	USP28 block: 3.7	UCHL1 block: 1.2	USP30 inh: 11.2	USP10 inh: -1.8	OTUD3 inh: 2.2	USP8 inh: 12.6	USP7 block: 3.9

Following part:
The line under a structure holds: USP17 block | USP28 block | UCHL1 block | USP30 inh | USP10 inh | OTUD3 inh | USP8 inh | USP7 block
O=C(C1CCN(c2ncccn2)CC1)N1CCN(c2nsc3ccccc23)CC1
    6.5 | 5.3 | 0.7 | 12.9 | 0.0 | 9.4 | 16.7 | 0.1
Cc1nc(-c2cccc(NC(=O)c3ccccc3)c2)cs1
    -13.6 | 3.7 | -0.9 | -21.9 | -0.2 | -9.8 | -0.3 | 0.5
Cc1cc(C)cc(NC(=O)C2(C)Oc3cccnc3N(C)C2=O)c1 (stereo unspecified)
    -15.4 | -9.3 | -2.2 | 0.8 | 0.0 | -3.5 | 0.5 | -2.7
O=C(NCc1cccc(Cl)c1)c1ccc2c(c1)SC1=NS(=O)(=O)CCN12
    3.8 | 5.1 | -1.9 | -7.8 | -4.2 | -3.3 | -8.7 | -6.1
CC(C)(C)c1nc2ccc(NC(=O)c3nccnc3N)cc2[nH]1
    1.7 | 0.1 | -2.7 | 8.1 | -3.1 | 4.4 | -10.3 | -0.1
O=C(c1ccno1)N1CCC2(C1)c1ccccc1S(=O)(=O)N2Cc1ccccc1 (stereo unspecified)
    -30.0 | -34.7 | -3.0 | -132.4 | -6.8 | -21.6 | -16.9 | -10.1
CC(=O)Nc1onc(C)c1-c1ccc(C)c(S(=O)(=O)N2CCCCC2)c1
    -6.8 | -0.7 | -2.0 | -13.1 | -0.2 | -9.8 | -7.6 | -2.8
CCCNC(=O)c1nc2c(o1)CN(CC1CC1)C2
    -13.7 | -6.4 | 0.7 | -3.4 | 1.0 | -2.0 | -53.3 | 0.5
Cc1cc(C(=O)N2CC[C@@H]3CN(C)S(=O)(=O)[C@@H]3CC2)no1
    3.3 | -1.3 | 0.0 | 12.7 | -0.9 | -0.7 | 1.2 | 3.9
CCC1CCCCN1C(=O)CCc1c(C)nc2nc(NCc3ccc(C)cc3)[nH]n2c1=O (stereo unspecified)
    16.3 | 8.8 | 0.6 | 18.5 | 0.4 | 10.8 | 16.7 | 6.7
Cc1nc(C2CN(C(=O)CCc3nc(C4CC4)no3)CCO2)n[nH]1 (stereo unspecified)
    17.1 | 11.8 | 2.3 | 20.2 | 2.0 | 7.3 | 21.9 | 4.4
Cc1ccccc1NC(=O)C(C)Sc1nnc(-c2cccnc2)o1 (stereo unspecified)
    0.4 | -4.1 | -4.0 | -8.8 | -1.6 | -4.1 | -2.7 | 2.9
COc1ccc(NC(=O)Cn2c(=O)n(CCC(=O)NCc3ccccc3)c(=O)c3sccc32)cc1Cl
    47.4* | 2.2 | 3.9 | 15.4 | 49.2* | 5.1 | 19.1 | 20.3
O=C(O)COc1ccccc1/C=C1\CCc2c1nc1ccccc1c2C(=O)O
    x | -228.6 | -8.9 | i | -8.6 | -244.3 | -218.8 | -44.9
COCCNC(=O)CN1C(=O)c2ccccc2Sc2ccc(C(=O)N3CCCC3)cc21
    -0.5 | 0.0 | 0.2 | -50.3 | -4.2 | -2.0 | -11.6 | 7.2
CCCC(=O)N1Cc2ccccc2CC2(CCCCN2C)C1 (stereo unspecified)
    -21.5 | -15.7 | -0.3 | -28.6 | -4.6 | -9.1 | -45.8 | -2.4
CCOc1ccccc1CN1CCC[C@@H](Cn2nnc(-c3ccncc3)n2)C1
    11.6 | 14.1 | 2.0 | 31.5* | 0.3 | 12.2 | 25.3 | 1.1
O=C(Nc1ccccc1)c1c(O)c2cccnc2n(-c2ccc(F)cc2)c1=O
    0.7 | 6.3 | 3.7 | 5.6 | 0.4 | 10.6 | 4.0 | 4.0
Brc1ccc2[nH]c3c(NCCCN4CCOCC4)ncnc3c2c1
    -16.8 | -18.8 | 1.5 | -11.3 | -2.9 | -17.0 | -8.6 | -0.3
